# High-throughput results: PubChem BioAssay, NMMLSC
# GSH bead fluor – compound fluoresces at 488/530 nm on GSH beads | 0.25% of 190,000 active | GSH beads flow cytometry, compound fluorescence 488/530 nm; stronger effect = higher value | fluorescence (KMESF) at 10 µM; in the data active = fluorescence above about 89;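 also: glutathione beads carrying GST-tagged Bcl family fusion proteins plus one bare bead set; values are compound well signal with DMSO vehicle wells as background; inactives centre near 16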
# ABCG2 inh – human ABCG2 inhibition, ABCB1 as counter-screen; IgMXP3 cells, JC-1 efflux, flow cytometry; inhibition, % at 6.6 µM; 0.1% of 190,000 active; AID 1325;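 active = inhibition above 80%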;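 also: 0% = DMSO and 100% = nicardipine control wells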
#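 Incubation: cells with compound and JC-1, 10 min at 25 °C, rotating, no wash / Test system: IgMXP3 (ABCG2) plus far-red-tagged CCRF-Adr (ABCB1) cells / Compound dosing: one concentration, 6.6 µM final / Also added: JC-1 fluorescent substrate / Evaluation: efflux inhibition in percent versus controls / Detection: flow cytometry, 530 nm JC-1 signal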
# Bim-Bcl-XL – disrupts Bim peptide binding to human Bcl-XL. Q07817. bead flow cytometry, fluorescence. inhibition, % at 10 µM. 0.04% of 190,000 active
# Target sequence (Q07817 whole entry, looked up): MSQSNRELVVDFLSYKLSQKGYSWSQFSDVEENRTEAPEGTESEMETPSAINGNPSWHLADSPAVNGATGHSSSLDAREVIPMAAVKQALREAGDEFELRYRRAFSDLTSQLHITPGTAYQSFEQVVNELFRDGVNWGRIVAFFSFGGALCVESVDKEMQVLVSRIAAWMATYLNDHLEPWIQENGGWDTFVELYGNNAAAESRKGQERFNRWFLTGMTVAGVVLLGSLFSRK
# ABCB1 block – blocks JC-1 efflux by human ABCB1 transporter | P08183 | CCRF-Adr cells, flow cytometry | inhibition, % at 6.6 µM | 0.067% of 190,000 active | AID 1326; in the data active = inhibition above about 40%;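 also: 0% = vehicle and 100% = reference inhibitor; higher value means more JC-1 retained so stronger ABCB1 efflux block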
# RGS4-Gao reg – human RGS4-Galphao interaction regulation. P09471. Multiplexed bead flow cytometry, RGS4-Galphao binding; actives lie on both sides. binding response (% of control), % at 10 µM. 0.33% of 220,000 active; in the data active = binding response below about 49% or above about 150%; inactive = in between;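 also: fluorescent Galphao activated with aluminum fluoride binding bead-coupled RGS4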
# Target sequence (P09471 whole entry, looked up): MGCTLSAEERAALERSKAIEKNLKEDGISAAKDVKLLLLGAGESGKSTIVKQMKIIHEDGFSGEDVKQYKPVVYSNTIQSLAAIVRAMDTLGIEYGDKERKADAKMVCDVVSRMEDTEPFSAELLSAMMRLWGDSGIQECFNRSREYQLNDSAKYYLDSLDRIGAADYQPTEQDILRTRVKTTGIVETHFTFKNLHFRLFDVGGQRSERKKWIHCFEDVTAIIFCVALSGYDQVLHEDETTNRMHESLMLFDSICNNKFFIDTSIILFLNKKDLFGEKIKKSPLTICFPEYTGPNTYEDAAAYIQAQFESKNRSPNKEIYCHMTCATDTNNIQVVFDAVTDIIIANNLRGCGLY
# RGS7-Gao – regulators of human RGS7-Galphao interaction; P09471; Multiplexed bead flow cytometry, RGS7-Galphao binding; actives lie on both sides; binding response (% of control), % at 10 µM; 0.35% of 220,000 active; in the data active = binding response below about 49% or above about 150%; inconclusive = no clear call, values can overlap the other calls; inactive = in between;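 also: fluorescent Galphao held in activated GDP-AlF4 state binding bead-coupled RGS7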
# Avidin bead fluor – avidin bead compound fluorescence profile; AID 1775; 0.38% of 220,000 active; Avidin beads, compound fluorescence 488/530 nm, flow cytometry; stronger effect = higher value; fluorescence (KMESF) at 10 µM; in the data active = fluorescence above about 47; also: inactives centre near 10
# Bfl-1 Bim block – inhibitors of Bim-Bfl-1 interaction, human | Q16548 | Bead-based flow cytometry, Bim-Bfl-1 binding inhibition | inhibition, % at 10 µM | 0.12% of 190,000 active | AID 1008;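 also: 0% = wells without compound plus tracer and 100% = blocker peptide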
# Bcl-2 Bim block – disrupts Bim peptide binding to human Bcl-2; P10415; Bead-based flow cytometry, Bim peptide-Bcl-2 binding; inhibition, % at 10 µM; 0.06% of 190,000 active; AID 950; in the data active = inhibition above about 40%; inconclusive = no clear call, values can overlap the other calls;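 also: 0% = no compound wells with probe peptide and 100% = reference peptide inhibitor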
# Target sequence (P10415 whole entry, looked up): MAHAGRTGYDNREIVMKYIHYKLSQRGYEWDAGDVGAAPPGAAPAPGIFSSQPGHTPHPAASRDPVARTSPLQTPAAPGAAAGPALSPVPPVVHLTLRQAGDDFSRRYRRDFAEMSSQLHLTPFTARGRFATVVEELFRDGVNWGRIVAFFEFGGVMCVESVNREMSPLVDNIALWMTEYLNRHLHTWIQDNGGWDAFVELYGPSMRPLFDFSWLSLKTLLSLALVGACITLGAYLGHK
# Bim-Bcl-B – inhibitors of Bim-Bcl-B interaction, human | Q9HD36 | bead-based flow cytometry, Bim peptide-Bcl-B binding | inhibition, % at 10 µM | 0.073% of 190,000 active | AID 951;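 also: 0% = tracer peptide without compound and 100% = reference inhibitor peptide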
# Target sequence (Q9HD36 whole entry, looked up): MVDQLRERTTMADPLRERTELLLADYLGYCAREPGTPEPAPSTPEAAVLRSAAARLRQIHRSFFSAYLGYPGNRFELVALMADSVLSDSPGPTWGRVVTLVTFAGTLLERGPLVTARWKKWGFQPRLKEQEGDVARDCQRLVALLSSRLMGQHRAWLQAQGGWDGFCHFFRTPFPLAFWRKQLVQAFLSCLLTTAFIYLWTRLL
# Bim-Bcl-W – disrupts Bim peptide binding to human Bcl-W; Q92843; inhibition, % at 10 µM; bead-based flow cytometry; AID 952; 0.02% of 190,000 active;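 also: 0% = bound tracer without compound and 100% = peptide blocker; higher means less fluorescent Bim peptide bound to Bcl-W beads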
# * = called active by the depositor; ? = inconclusive; · = not tested or not shown; [ ] = another dose, or the depositor's remark. Rule as the data show it, unless noted: active = inhibition above about 40%.
SMILES,GSH bead fluor,ABCG2 inh,Bim-Bcl-XL,ABCB1 block,RGS4-Gao reg,RGS7-Gao,Avidin bead fluor,Bfl-1 Bim block,Bcl-2 Bim block,Bim-Bcl-B,Bim-Bcl-W
COc1cc(/C=N/N2CCN(C3c4ccccc4-c4ccccc43)CC2)cc(OC)c1O,10,8,-2,0.7,104,102,10,3,-2,-7,-3
NC(=O)c1nn(-c2cccc(Cl)c2)c(=O)cc1O,14,0,-2,0.0,102,100,9,-11,-3,-2,0
COc1cccc(C(C(=O)NC2CCCC2)N(Cc2ccco2)C(=O)c2ccco2)c1OC (stereo unspecified),16,21,-4,3.2,94,98,5,0,-1,-2,-4
O=C(Nc1nc(-c2ccc3ccccc3c2)cs1)c1ccc(N2C(=O)CCC2=O)cc1,14,7,-6,-0.2,105,103,7,0,-1,-6,-3
CCN(CC)c1ccc(C=Nc2cc(C)ccc2C)c(O)c1,5,-1,1,-0.2,101,100,2,5,3,-12,0
Cc1nnc(NC(=O)c2cccc(S(=O)(=O)N3CCc4ccccc43)c2)s1,8,1,-4,0.0,103,100,7,-12,-5,-7,-1
COc1ccccc1NC(NC(=O)c1ccco1)C(=O)c1ccccc1 (stereo unspecified),21,0,-1,0.1,100,98,31,-1,0,1,-7
Cc1ccc(S(=O)(=O)NC(=O)Nc2ccccc2F)cc1,38,15,-9,0.8,104,101,8,0,-3,0,-13
N#Cc1c(Nc2ccccc2)c(C=NCCN2CCOCC2)c[nH]c1=O,9,-1,0,-0.4,89,100,17,-12,-2,-8,-4
O=C(Cn1c(CO)nc2ccccc21)NC1CCCCCC1,11,-1,0,0.0,107,105,23,-10,-5,-3,0
Cc1cc(NC(=O)c2cc3ncc(Br)cn3n2)no1,11,2,-2,0.0,104,102,41,0,-1,-4,-2
Cc1cc(Cl)cc(C)c1OCCCCN1CCOCC1,26,2,5,0.3,103,104,8,1,-3,-1,5
O=[N+]([O-])c1cccc(/C=C2\CCC(/C=N/Nc3ccc4ccccc4n3)=C2N2CCOCC2)c1,9,-3,-1,-0.9,97,99,3,4,4,0,0
Clc1ccccc1CSc1ncn(-c2ccccc2)n1,17,3,-5,0.5,99,97,5,-2,-1,-2,0
COc1ccc(NC(=O)c2cc([N+](=O)[O-])ccc2O)cc1,11,8,0,-0.3,103,109,10,-5,-5,-4,0
CCOC(=O)c1sc(=NC(=O)c2cccc(OC)c2)n(C)c1C,23,2,-1,0.7,101,99,36,-1,-4,1,-3
CC1SCC(=O)N(CC(=O)NCCc2ccccc2)C1=O (stereo unspecified),15,0,-4,0.3,106,103,10,-7,-4,-4,-1
Cc1ccc(N2C(=O)C3C(C2=O)C(C(=O)c2ccc(Cl)cc2)N2CCCC32)cc1 (stereo unspecified),47,0,-1,0.2,93,96,10,0,0,-1,-2
Cc1cc(C)cc(NC(=O)CSc2nnc(-c3ccccc3)n2N)c1,43,7,-13,4.6,95,96,5,-10,-9,-7,0
O=C(O)CC(NCc1ccco1)C(=O)OCCc1ccccc1 (stereo unspecified),19,10,-1,1.4,102,99,8,-2,0,1,-1
Cn1c(CO)cnc1S(=O)(=O)Cc1ccc([N+](=O)[O-])cc1,30,-2,1,-2.6,106,103,6,-9,-4,-8,-1
Cc1cccc(NC(=O)C(C)OC(=O)c2ccccc2NS(=O)(=O)c2cc(C)c(C)c([N+](=O)[O-])c2)c1 (stereo unspecified),9,-1,3,-0.2,101,96,7,7,4,3,0
CS(=O)(=O)N(CCc1ccccc1)CC(=O)NCc1ccccn1,30,3,-5,1.2,99,98,13,-12,-9,-6,1
Cc1ccccc1C(=O)NC1CCN(Cc2nnnn2C2CCCC2)CC1,23,1,-5,0.4,103,97,6,-2,0,-7,-4
CCOC(=O)CNC(=O)C(Cc1ccccc1)NS(=O)(=O)c1cccs1 (stereo unspecified),14,4,-3,0.6,105,103,9,-8,-10,-10,-1
COc1cccc(OCC(O)CN2CCN(c3ccccn3)CC2)c1 (stereo unspecified),8,7,1,0.2,104,104,15,2,1,0,0
CCCCNC(=S)Nc1ccc2nc3n(c(=O)c2c1)CCCCC3,5,2,-4,0.0,99,101,15,-1,-3,-8,-5
CCCCS(=O)(=O)NC1=NCN(Cc2ccco2)CN1,25,8,1,1.8,103,98,23,-6,-4,-5,0
Cc1nn(C)c(C)c1CN(C)C(=O)c1nn2c(c1Br)NC(c1cccs1)CC2C(F)(F)F (stereo unspecified),9,0,-3,0.9,104,104,15,-3,5,-7,-1
CCN(C(=O)Cc1cccs1)c1nnc(-c2cccnc2)s1,49,2,-1,0.7,85,96,5,0,2,2,0

# Rewritten with two lines to a compound: entries from further up.
# Order of results – GSH bead fluor | ABCG2 inh | Bim-Bcl-XL | ABCB1 block | RGS4-Gao reg | RGS7-Gao | Avidin bead fluor | Bfl-1 Bim block | Bcl-2 Bim block | Bim-Bcl-B | Bim-Bcl-W
- CC1SCC(=O)N(CC(=O)NCCc2ccccc2)C1=O (stereo unspecified)
  15 | 0 | -4 | 0.3 | 106 | 103 | 10 | -7 | -4 | -4 | -1
- Cc1ccc(N2C(=O)C3C(C2=O)C(C(=O)c2ccc(Cl)cc2)N2CCCC32)cc1 (stereo unspecified)
  47 | 0 | -1 | 0.2 | 93 | 96 | 10 | 0 | 0 | -1 | -2
- Cc1cc(C)cc(NC(=O)CSc2nnc(-c3ccccc3)n2N)c1
  43 | 7 | -13 | 4.6 | 95 | 96 | 5 | -10 | -9 | -7 | 0
- O=C(O)CC(NCc1ccco1)C(=O)OCCc1ccccc1 (stereo unspecified)
  19 | 10 | -1 | 1.4 | 102 | 99 | 8 | -2 | 0 | 1 | -1
- Cn1c(CO)cnc1S(=O)(=O)Cc1ccc([N+](=O)[O-])cc1
  30 | -2 | 1 | -2.6 | 106 | 103 | 6 | -9 | -4 | -8 | -1
- Cc1cccc(NC(=O)C(C)OC(=O)c2ccccc2NS(=O)(=O)c2cc(C)c(C)c([N+](=O)[O-])c2)c1 (stereo unspecified)
  9 | -1 | 3 | -0.2 | 101 | 96 | 7 | 7 | 4 | 3 | 0
- CS(=O)(=O)N(CCc1ccccc1)CC(=O)NCc1ccccn1
  30 | 3 | -5 | 1.2 | 99 | 98 | 13 | -12 | -9 | -6 | 1
- Cc1ccccc1C(=O)NC1CCN(Cc2nnnn2C2CCCC2)CC1
  23 | 1 | -5 | 0.4 | 103 | 97 | 6 | -2 | 0 | -7 | -4
- CCOC(=O)CNC(=O)C(Cc1ccccc1)NS(=O)(=O)c1cccs1 (stereo unspecified)
  14 | 4 | -3 | 0.6 | 105 | 103 | 9 | -8 | -10 | -10 | -1
- COc1cccc(OCC(O)CN2CCN(c3ccccn3)CC2)c1 (stereo unspecified)
  8 | 7 | 1 | 0.2 | 104 | 104 | 15 | 2 | 1 | 0 | 0
- CCCCNC(=S)Nc1ccc2nc3n(c(=O)c2c1)CCCCC3
  5 | 2 | -4 | 0.0 | 99 | 101 | 15 | -1 | -3 | -8 | -5

# The listing continues:
SMILES,GSH bead fluor,ABCG2 inh,Bim-Bcl-XL,ABCB1 block,RGS4-Gao reg,RGS7-Gao,Avidin bead fluor,Bfl-1 Bim block,Bcl-2 Bim block,Bim-Bcl-B,Bim-Bcl-W
CCOc1ccc(-c2nc(CSCC(=O)NCCN3CCOCC3)c(C)o2)cc1,31,1,·,0.3,102,99,10,·,?,·,·
CC1(C)OC(=O)C(=Cc2ccc(-c3ccc(Cl)c(C(=O)O)c3)o2)C(=O)O1,11,1,-2,-0.4,96,?,9,3,0,3,-1
CCCC(CCC)=NNC(=O)c1ccccc1F,14,0,0,-0.3,100,?,8,-4,-3,-2,-2
CC(=O)NC1C(=O)N=C(SCC(=O)Nc2c(C)cccc2C)NC1=O (stereo unspecified),15,4,0,1.0,102,?,14,-4,-2,-4,1
O=C(Nc1ccc(F)cc1)C1CC(=O)n2c(nc3ccccc32)N1 (stereo unspecified),13,-2,-8,-0.3,102,98,10,-9,-6,-13,-6
Cc1oc2nc(SCC(=O)NCCCO)nc(N)c2c1C,35,-9,-3,-1.3,100,100,13,-16,-12,-10,-3
CC/C(=N/NC(=O)c1ccccc1)c1ccc(OCCN2CCOCC2)cc1,11,0,-5,0.0,207*[activator],190*[activator],2,-1,-8,-6,-5
CCN1C=C(C(=O)OC)C(c2cccc(C)c2)C(C(=O)OC)=C1,13,0,-2,0.2,100,101,39,-1,-2,-1,-1
O=C(NCc1ccco1)c1ccc(COc2cccc3ccccc23)cc1,19,4,-8,0.1,101,101,13,-14,-3,-12,-3
CC(C)(C)C1CCC(OCC(O)CN2CCN(c3ccccn3)CC2)CC1 (stereo unspecified),13,-1,-2,0.8,108,109,13,-3,0,0,0
CCOC(=O)C1=C(C)Nc2ccccc2N=C1NC(=O)CCCN1C(=O)c2ccccc2C1=O,13,0,-2,0.0,100,100,7,-6,0,-5,3
CC(C)Sc1nc2ccccc2n1CC(=O)O,14,1,-4,0.5,100,102,11,-8,-8,-7,-3
Cc1c(Br)c(C(N)=O)nn1C,33,0,-11,0.0,113,109,10,-10,-9,-5,-2
O=C1N(Cc2cccnc2)C[C@@H]2C[C@@H](c3ccc4nonc4c3)N3CCC[C@@]123,15,-1,0,-0.3,102,98,13,-1,0,-1,2
Cc1nn(Cc2ccccc2Cl)c2sc(C(=O)OC3CCCC3=O)cc12 (stereo unspecified),6,9,3,1.6,100,101,16,-1,-2,2,0
O=C(N/N=C/c1ccco1)c1cccc(N2CCCC2=O)c1,8,6,0,-0.2,92,84,7,-6,-4,-3,0
CSc1ccc(CN2CCN(Cc3ccccc3)C(CCO)C2)cc1 (stereo unspecified),16,7,-2,5.4,89,83,3,-5,-8,-10,-3
CC(Sc1nc2cc([N+](=O)[O-])ccc2n1-c1cccc(C(F)(F)F)c1)C(=O)NC(N)=O (stereo unspecified),6,2,12,0.7,93,91,13,19,20,10,13
CCCCC(=O)OCCNC(=O)c1cc2ccccc2oc1=O,12,0,-2,-0.1,103,103,35,0,-3,-3,0
O=C(CSc1nnc2ccccn12)N1CCc2ccccc2C1,49,2,-20,-0.2,102,98,9,-12,-22,-31,0
COc1ccc(-c2nc(-c3ccc4c(c3)OCO4)[nH]c2-c2ccc(OC)cc2)cc1,5,3,-5,1.6,100,100,11,0,4,-5,0
COc1ccc(S(=O)(=O)NCCSCc2ccccc2C)cc1Br,28,-7,2,-5.3,94,97,15,0,-1,0,2
CCOC(=O)c1[nH]c(C)c(C(=O)N2CCc3ccccc32)c1C,21,2,-1,0.5,98,100,34,-2,-3,0,-2
CN(C)S(=O)(=O)c1cc(NC(=O)COC(=O)Cc2ccc(Cl)cc2Cl)ccc1Cl,18,11,1,1.0,93,99,3,0,-2,-1,1
Cc1nn(C(C)CC(=O)O)c(C)c1Br (stereo unspecified),38,0,-5,0.1,100,101,1,-3,-2,-5,-2
CCCn1c(=O)c(C(=O)Nc2ncccc2C)c(O)c2ccccc21,15,0,-1,-0.1,98,103,12,-7,-5,-4,0
